All columns: NCI-60 one-dose screen, growth in % after 48 h at 10 µM unless noted; 100 = growth as untreated, 0 = no growth, -100 = all killed.
KM12 – KM12 colon cancer cells | 5% of 82,000 active | AID 1794800
HT29 – HT29 colon cancer; 7.4% of 81,000 active
SW-620 – SW-620 colon cancer. 5.2% of 82,000 active. AID 1794795
SNB-19 – SNB-19 CNS cancer cells; 2.5% of 81,000 active
HCT-15 – HCT-15 colon cancer; 5.2% of 82,000 active
COLO 205 – COLO 205 colon cancer | 7.3% of 79,000 active
HCC-2998 – HCC-2998 colon cancer | 4.7% of 79,000 active
HCT-116 – HCT-116 colon cancer; 7.3% of 82,000 active
SNB-75 – SNB-75 CNS cancer; 5% of 79,000 active
* hit, by the source's call; & = joins results of further samples. How the source made its calls: active means growth percent below 10; inactive means the rest. This is a subset; rates above refer to the full screens.

Results for CCC(C)C#N (stereo not given) ?
KM12: 101; HT29: 104; SW-620: 100; SNB-19: 99; HCT-15: 102; COLO 205: 108; HCC-2998: 106; HCT-116: 103; SNB-75: 94

What do the screens show for `CNC(Cc1ccccc1)c1ccc2c(c1)CCCC2` (stereo not given)?
KM12: 95; HT29: 85; SW-620: 103; SNB-19: 121; HCT-15: 98; COLO 205: 66; HCC-2998: 82; HCT-116: 98; SNB-75: 77

How did CC(=O)C(C#N)c1ccccc1 (stereo not given) do in these assays?
KM12: 116; HT29: 102; SW-620: 116; SNB-19: 106; HCT-15: 103; COLO 205: 126; HCC-2998: 106; HCT-116: 100; SNB-75: 88

What do the screens show for `CC(N)CCc1ccccc1` (stereo not given)?
KM12: 107; HT29: 108; SW-620: 107; SNB-19: 100; HCT-15: 96; COLO 205: 98; HCC-2998: 107; HCT-116: 92; SNB-75: 91

Results for Cc1cccc(CCN)c1 ?
KM12: 100; HT29: 103; SW-620: 98; SNB-19: 100; HCT-15: 101; COLO 205: 94; HCC-2998: 98; HCT-116: 94; SNB-75: 66

Results for CN=CNc1ccc(C)cc1C ?
KM12: 105; SW-620: 111; SNB-19: 112; HCT-15: 102; COLO 205: 108; HCC-2998: 94; HCT-116: 98; SNB-75: 89

What do the screens show for `CC12CCC(=O)C=C1CCC1C2=CCC2(C)C(O)CCC12` (stereo not given)?
KM12: 98; HT29: 97; SW-620: 103; SNB-19: 100; HCT-15: 92; COLO 205: 106; HCC-2998: 123; HCT-116: 91; SNB-75: 97

How did O=C1CCN(C(=O)c2ccccc2)CC1 do in these assays?
KM12: 102; HT29: 114; SW-620: 96; SNB-19: 104; HCT-15: 105; COLO 205: 102; HCC-2998: 103; HCT-116: 105; SNB-75: 100

How did Clc1ccc(NP(Br)(c2ccccc2)(c2ccccc2)c2ccccc2)cc1 do in these assays?
KM12: 36; HT29: 82; SW-620: 69; SNB-19: 87; HCT-15: 61; COLO 205: 83; HCC-2998: 81; HCT-116: 68; SNB-75: 112

What do the screens show for `O=C1C(=Cc2cn(Cc3ccccc3)c3ccccc23)C(=O)N(Cc2ccccc2)C(=O)N1Cc1ccccc1`?
KM12: 101; HT29: 111; SW-620: 101; SNB-19: 87; HCT-15: 86; COLO 205: 26; HCC-2998: 97; HCT-116: 76; SNB-75: 45

How did Nc1ccc2c(c1)Cc1ccccc1-2 do in these assays?
KM12: 92; HT29: 98; SW-620: 89; SNB-19: 113; HCT-15: 99; COLO 205: 98; HCC-2998: 106; HCT-116: 96; SNB-75: 77

Results for CC(C)=CC1C(C(=O)OCc2ccc(C)cc2C)C1(C)C (stereo not given) ?
KM12: 108; HT29: 104; SW-620: 109; SNB-19: 103; HCT-15: 101; HCC-2998: 103; HCT-116: 99; SNB-75: 87

Random excerpt: four entries already listed, in no set order.
Results for CN=CNc1ccc(C)cc1C ?
KM12: 105; SW-620: 111; SNB-19: 112; HCT-15: 102; COLO 205: 108; HCC-2998: 94; HCT-116: 98; SNB-75: 89

How did Nc1ccc2c(c1)Cc1ccccc1-2 do in these assays?
KM12: 92; HT29: 98; SW-620: 89; SNB-19: 113; HCT-15: 99; COLO 205: 98; HCC-2998: 106; HCT-116: 96; SNB-75: 77

Results for CC(C)=CC1C(C(=O)OCc2ccc(C)cc2C)C1(C)C (stereo not given) ?
KM12: 108; HT29: 104; SW-620: 109; SNB-19: 103; HCT-15: 101; HCC-2998: 103; HCT-116: 99; SNB-75: 87

Results for CCC(C)C#N (stereo not given) ?
KM12: 101; HT29: 104; SW-620: 100; SNB-19: 99; HCT-15: 102; COLO 205: 108; HCC-2998: 106; HCT-116: 103; SNB-75: 94

Next section.
Results for c1ccc2c(c1)C1c3cccc[n+]3C2CC1n1c2ccccc2c2ccccc21 (stereo not given) ?
KM12: 106; HT29: 103; SW-620: 101; SNB-19: 101; HCT-15: 100; COLO 205: 121; HCC-2998: 113; HCT-116: 98; SNB-75: 89

How did NC(N)=N/N=C/C/C=N/N=C(N)N do in these assays?
KM12: 109; HT29: 123; SW-620: 103; SNB-19: 111; HCT-15: 99; COLO 205: 115; HCC-2998: 107; HCT-116: 106; SNB-75: 106

What do the screens show for `CCC1(NS(=O)(=O)c2ccc(N)cc2)C(=O)N(C)C(=O)N(C)C1=O`?
KM12: 111; HT29: 99; SW-620: 110; SNB-19: 104; HCT-15: 108; COLO 205: 106; HCC-2998: 96; HCT-116: 102; SNB-75: 89

How did O=[N+]([O-])c1c(Cl)cc(Cl)c([N+](=O)[O-])c1Cl do in these assays?
KM12: -2.8*; HT29: 100; SW-620: 66; SNB-19: 113; HCT-15: 86; COLO 205: 96; HCC-2998: 114; HCT-116: 89

What do the screens show for `CN1CC2CCC(C1)C2=O`?
KM12: 115; HT29: 100; SW-620: 104; SNB-19: 105; HCT-15: 106; COLO 205: 106; HCC-2998: 114; HCT-116: 95; SNB-75: 89

What do the screens show for `O=P(O/C(=C\c1ccccc1)c1ccccc1)(c1ccccc1)c1ccccc1`?
KM12: 79; HT29: 76; SW-620: 103; SNB-19: 80; HCT-15: 84; COLO 205: 96; HCC-2998: 95; HCT-116: 74; SNB-75: 93

What do the screens show for `O=C1c2ccccc2-n2c(n[nH]c2=O)[C@@H]2CCCN12`?
KM12: 103; HT29: 99; SW-620: 99; SNB-19: 96; HCT-15: 104; COLO 205: 104; HCC-2998: 101; HCT-116: 98; SNB-75: 89

How did O=C1OC(c2cccnc2)=N/C1=C\c1ccccc1 do in these assays?
KM12: 95; HT29: 100; SW-620: 88; SNB-19: 89; HCT-15: 100; COLO 205: 111; HCC-2998: 98; HCT-116: 93; SNB-75: 74

How did O=C1NC(=O)C(=Cc2cn(C[C@@H](O)Cn3c4ccccc4c(=O)c4ccccc43)c3ccccc23)C(=O)N1 do in these assays?
KM12: 101; HT29: 99; SW-620: 86; SNB-19: 83; HCT-15: 97; COLO 205: 99; HCC-2998: 101; HCT-116: 61; SNB-75: 83

Results for C=CCOC(=O)N1CC1 ?
KM12: 104; HT29: 109; SW-620: 107; SNB-19: 98; HCT-15: 108; COLO 205: 113; HCC-2998: 105; HCT-116: 102; SNB-75: 94

How did COc1cccc(C=O)c1OC do in these assays?
KM12: 115; HT29: 122; SW-620: 105; SNB-19: 109; HCT-15: 113; COLO 205: 102; HCC-2998: 107; HCT-116: 114; SNB-75: 92

What do the screens show for `CCCCSSC(Cl)(Cl)Cl`?
KM12: 104; HT29: 117; SW-620: 102; SNB-19: 99; HCT-15: 109; COLO 205: 110; HCC-2998: 113; HCT-116: 104; SNB-75: 85

Results for O=[N+]([O-])c1cccc(S(=O)(=O)F)c1 ?
KM12: 114; HT29: 110; SW-620: 108; SNB-19: 97; HCT-15: 106; COLO 205: 116; HCC-2998: 108; HCT-116: 104; SNB-75: 96

How did O=C1C(NC(=O)C2CCCCC2)=C(N2CC2)C(=O)C(NC(=O)C2CCCCC2)=C1N1CC1 do in these assays?
KM12: 96; HT29: 97; SW-620: 99; SNB-19: 95; HCT-15: 103; COLO 205: 104; HCC-2998: 92; HCT-116: 90

How did NNCc1ccccc1 do in these assays?
KM12: 100; HT29: 111; SW-620: 102; SNB-19: 109; HCT-15: 102; COLO 205: 112; HCC-2998: 100; HCT-116: 104; SNB-75: 90

What do the screens show for `CC12CCC(=O)C=C1CC(N1CC1)C1C2CCC2(C)C(O)CCC12` (stereo not given)?
KM12: 88; HT29: 68; SW-620: 67; SNB-19: 84; HCT-15: 72; COLO 205: 82; HCC-2998: 84; HCT-116: 81; SNB-75: 103

What do the screens show for `O=[N+]([O-])c1c(Br)sc(Br)c1[N+](=O)[O-]`?
KM12: 64; HT29: -58*; SW-620: -77*; SNB-19: 76; HCT-15: -14*; COLO 205: -78*; HCC-2998: 68; HCT-116: -85*; SNB-75: 63

What do the screens show for `O=C1CC2OCC=C3CN4CCC56c7ccccc7N1C5C2C3CC46` (stereo not given)?
KM12: 105; HT29: 156; SW-620: 112; SNB-19: 104; HCT-15: 93; COLO 205: 101; HCC-2998: 103; HCT-116: 103; SNB-75: 77

Results for Nc1ccc(N)c2c1Oc1ccccc1O2 ?
KM12: 97; HT29: 110; SW-620: 102; SNB-19: 104; HCT-15: 105; COLO 205: 106; HCC-2998: 108; HCT-116: 96; SNB-75: 108

What do the screens show for `CC(=O)Oc1ccc(Cl)cc1`?
KM12: 86; HT29: 98; SW-620: 90; SNB-19: 91; HCT-15: 95; COLO 205: 107; HCC-2998: 96; HCT-116: 95; SNB-75: 82

How did CC(C)COC(C[N+](=O)[O-])C(Cl)(Cl)Cl (stereo not given) do in these assays?
KM12: 104; HT29: 106; SW-620: 107; SNB-19: 106; HCT-15: 105; COLO 205: 102; HCC-2998: 102; HCT-116: 111; SNB-75: 90

How did CCC(CO)NC(=O)C1C=C2c3cccc4[nH]cc(c34)CC2N(C)C1 (stereo not given) do in these assays?
KM12: 107; HT29: 107; SW-620: 104; SNB-19: 115; HCT-15: 101; COLO 205: 134; HCC-2998: 95; HCT-116: 95; SNB-75: 103

What do the screens show for `C[C@@]12C[C@H](O)CCN1CCc1ccccc12`?
KM12: 104; SW-620: 103; SNB-19: 99; HCT-15: 100; COLO 205: 115; HCC-2998: 95; HCT-116: 98; SNB-75: 110

Results for CN(C)C(=O)Oc1ccc(Cl)cc1Cl ?
KM12: 104; HT29: 94; SW-620: 101; SNB-19: 94; HCT-15: 110; COLO 205: 115; HCC-2998: 107; HCT-116: 105; SNB-75: 83

Structures from the list above with bromine:
How did Clc1ccc(NP(Br)(c2ccccc2)(c2ccccc2)c2ccccc2)cc1 do in these assays?
KM12: 36; HT29: 82; SW-620: 69; SNB-19: 87; HCT-15: 61; COLO 205: 83; HCC-2998: 81; HCT-116: 68; SNB-75: 112

What do the screens show for `O=[N+]([O-])c1c(Br)sc(Br)c1[N+](=O)[O-]`?
KM12: 64; HT29: -58*; SW-620: -77*; SNB-19: 76; HCT-15: -14*; COLO 205: -78*; HCC-2998: 68; HCT-116: -85*; SNB-75: 63

Continued.
What do the screens show for `O=C1C=C2C(=CCOC2O)O1` (stereo not given)?
KM12: 20; HT29: -24*; SW-620: -47*; SNB-19: 84; HCT-15: -8.8*; COLO 205: -87*; HCC-2998: 93; HCT-116: -70*

How did O=C1CNC(c2cccnc2)N1O (stereo not given) do in these assays?
KM12: 95; HT29: 95; SW-620: 107; SNB-19: 102; HCT-15: 98; COLO 205: 108; HCC-2998: 100; HCT-116: 94; SNB-75: 88

How did NC(CCSC(c1ccccc1)c1ccccc1)C(=O)O (stereo not given) do in these assays?
KM12: 117; HT29: 124; SW-620: 109; SNB-19: 104; HCT-15: 98; COLO 205: 121; HCC-2998: 105; HCT-116: 116; SNB-75: 99

How did O=C1C(=O)c2ccccc2-c2ccccc21 do in these assays?
KM12: -84*; HT29: -16*; SW-620: -63*; SNB-19: -79*; HCT-15: -69*; COLO 205: -64*; HCC-2998: -35*; HCT-116: -81*; SNB-75: -100*

Results for O=[N+]([O-])O[C@H]1CO[C@H]2[C@@H]1OC[C@H]2O[N+](=O)[O-] ?
KM12: 105&113; HT29: 95&95; SW-620: 109&103; SNB-19: 95&112; HCT-15: 105&101; COLO 205: 106&130; HCC-2998: 108&104; HCT-116: 97&114; SNB-75: 92&119

What do the screens show for `S=C(NCCN1CC1)Nc1cccc2ccccc12`?
KM12: 103; HT29: 101; SW-620: 105; SNB-19: 103; HCT-15: 104; COLO 205: 113; HCC-2998: 109; HCT-116: 102; SNB-75: 140

Source: PubChem
